TRPC4 act = opens the mouse TRPC4 cation channel; AID 2237; Q9QUQ5; 310,000 tested, 0.49% active; HEK293 TRPC4beta/mu-opioid, Fluo4 calcium fluorescence; active compounds read high; B-score at 10 µM;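 active = B-score above 5 SD of library B-scores, and initial fluorescence ratio not above library mean plus 5 SD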;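 also: positive B-score marks a calcium rise read as TRPC4 activation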
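Assay system: HEK293 stable line with TRPC4beta plus mu-opioid receptor. Times: dye 45 min RT, read 110 s. Measured by: kinetic Fluo4 calcium fluorescence. Measure: B score of integrated ratio. Controls: assay buffer as low control, maximal DAMGO as high control.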
TRPC4 block = TRPC4 (mouse) channel inhibition | Q9QUQ5 | HEK293 TRPC4beta/mu-opioid, DAMGO-evoked Fluo4 calcium flux; active compounds read low | B-score at 10 µM | 300,000 tested, 0.39% active | AID 2247;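 active = B-score over 3 SD under the library average, no early fluorescence shift, positive overall ratio signal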
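Assay system: Stable TRPC4beta/mu-opioid receptor HEK293 cells | Reagent: DAMGO in two steps, submaximal then maximal | Compound dosing: Single concentration per test compound | Signal: Fluo4 Ca2+ flux fluorescence | Evaluation: Per-well B score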
AI-2 QS modul = modulates the Vibrio harveyi AI-2 quorum sensing system | 300,000 tested, 0.4% active | Vibrio harveyi JMH597 AI-2 luminescence/OD600 ratio, 9 h; active compounds read low; strain lacks LuxN and CqsS sensors; 0 = neutral-control median | activity change, % at 7.5 µM; in the data active = activity change below about -75%, passing the limit was not always enough;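 also: luminescence divided by OD600 gain over 9 h not by final OD600 alone; inactives centre near 13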
MrgX1 antagonist = antagonists of human MrgX1 receptor. Q96LB2. B-score at 10 µM. MRGX1-HEK293 calcium flux, Fluo-4, BAM8-22 antagonism; active compounds read low. 310,000 tested, 1.3% active;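 active = calcium-response B-score plate-corrected more than 3 library SD below zero, starting fluorescence within 5 deviations, no agonist response on first addition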;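 also: peak minus trough fluorescence over baseline after final BAM8-22 challenge near maximal dose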
TRPC6 inh = blocks the mouse TRPC6 cation channel; Q61143; HEK293-TRPC6, membrane potential dye, ACh-evoked depolarization; active compounds read low; B-score at 10 µM; 310,000 tested, 1.1% active;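 active = B-score under library mean minus 3 SD, initial fluorescence not abnormally high, positive integrated signal ratio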;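 also: B-score derived from integrated fluorescence ratio over the kinetic read; more negative B-score means stronger inhibition of depolarization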
Target sequence (Q61143 whole entry, looked up): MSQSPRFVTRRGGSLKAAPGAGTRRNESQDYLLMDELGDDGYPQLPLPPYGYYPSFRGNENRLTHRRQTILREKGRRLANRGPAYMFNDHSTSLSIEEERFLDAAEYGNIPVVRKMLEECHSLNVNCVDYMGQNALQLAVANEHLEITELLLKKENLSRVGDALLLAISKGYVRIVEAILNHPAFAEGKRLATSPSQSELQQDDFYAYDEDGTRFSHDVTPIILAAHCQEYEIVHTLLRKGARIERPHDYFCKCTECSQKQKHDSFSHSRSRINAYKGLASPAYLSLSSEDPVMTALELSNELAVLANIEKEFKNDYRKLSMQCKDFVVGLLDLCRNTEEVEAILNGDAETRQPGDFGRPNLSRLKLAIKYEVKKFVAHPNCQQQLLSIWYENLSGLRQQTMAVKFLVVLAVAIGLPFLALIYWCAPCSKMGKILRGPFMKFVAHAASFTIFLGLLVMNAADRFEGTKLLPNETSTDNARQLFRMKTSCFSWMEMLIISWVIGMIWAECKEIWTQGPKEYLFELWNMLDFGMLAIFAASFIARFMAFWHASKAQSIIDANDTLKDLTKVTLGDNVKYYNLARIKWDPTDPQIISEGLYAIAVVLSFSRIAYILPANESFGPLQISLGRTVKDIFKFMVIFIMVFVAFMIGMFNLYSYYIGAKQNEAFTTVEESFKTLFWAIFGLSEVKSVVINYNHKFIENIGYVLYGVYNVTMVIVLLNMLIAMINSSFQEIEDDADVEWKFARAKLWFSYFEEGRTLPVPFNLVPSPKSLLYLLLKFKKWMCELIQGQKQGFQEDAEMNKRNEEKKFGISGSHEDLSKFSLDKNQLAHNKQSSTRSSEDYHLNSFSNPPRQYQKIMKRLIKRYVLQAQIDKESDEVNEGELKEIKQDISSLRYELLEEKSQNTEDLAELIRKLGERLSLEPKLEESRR
HIF activator = HIF pathway transcriptional activation | AID 1910 | U2OS HRE-luciferase reporter, luminescence; normalized: DMSO 0%, desferrioxamine 100% | 300,000 tested, 0.32% active | activation, % at 7.5 µM (by protocol);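 active = mean activation of at least 10% of the iron chelator positive control signal, with at least half of replicates also reaching 10%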
MrgX1 allo act = human MrgX1 positive allosteric modulation, primary screen; Q96LB2; MrgX1-HEK293, Fluo-4 calcium flux, FDSS; active compounds read high; B-score at 10 µM; 310,000 tested, 0.63% active;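 active = plate-corrected calcium response at least 3 library SD above typical, normal starting fluorescence, not activating the receptor alone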;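 also: compound read alongside a low EC10 to EC30 dose of BAM8-22 agonist; peak minus trough fluorescence over baseline measured at the second addition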
TRPC6 activator = activators of mouse TRPC6 channel; Q61143; HEK293-TRPC6 membrane potential dye fluorescence; active compounds read high; B-score at 10 µM; 310,000 tested, 0.13% active;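 active = B-score of the integrated fluorescence ratio above library mean plus 3 SD, and starting fluorescence ratio within library mean plus 5 SD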;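 also: higher score means more depolarization so channel activation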
MrgX1 agonist = agonists of human MrgX1 receptor; MrgX1-HEK293 cells, Fluo-4 calcium fluorescence, agonist mode; active compounds read high; B-score at 10 µM; 310,000 tested, 0.44% active; AID 588627;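 active = calcium response B-score plate-corrected fluorescence ratio at least 3 library SD, with starting fluorescence B-score inside 5 SD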
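Test system: HEK293 cells stably expressing human MrgX1 receptor; amount: 15,000 cells per well; doses: compound delivered in addition one of three; times: overnight plating before 1 h dye loading; detection: Fluo-4 NW calcium-flux fluorescence, kinetic read; read-out basis: B-scored fluorescence response ratio; controls: positive and negative controls per plate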
TRPC4 PAM = allosterically enhances the mouse TRPC4 cation channel; Q9QUQ5; HEK293 TRPC4beta/mu-opioid, DAMGO EC20, Fluo-4 Ca2+ flux; active compounds read high; B-score at 10 µM; 310,000 tested, 0.42% active; AID 2227;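 active = B-score of calcium response area above 5 SD of library B-scores, with initial fluorescence ratio within 5 SD of library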;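 also: B-score of integrated fluorescence ratio over time as area under calcium response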
PolyA inh = blocks polyadenylation in yeast reporter cells; S. cerevisiae SKY197-pL101 polyadenylation reporter, beta-gal luminescence; efflux-impaired pdr1/pdr3 knockout yeast; score 100 = 6 SD above DMSO; 300,000 tested, 0.02% active; calls only at 12 µM;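 active = lowest replicate activity score at least 50, where 100 means six control SD above control mean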;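 also: yeast exposed to compound for 9 h at 30 °C; higher score means more reporter readthrough which indicates perturbed polyadenylation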
An asterisk follows results filed as active; i = inactive; x = no result given. The list is partial. The share of hits here may be higher or lower than overall.

SMILES	TRPC4 act	TRPC4 block	AI-2 QS modul	MrgX1 antagonist	TRPC6 inh	HIF activator	MrgX1 allo act	TRPC6 activator	MrgX1 agonist	TRPC4 PAM	PolyA inh
O=C(CCCCCNC(=O)N1CCn2c1nc1ccccc12)N[C@@H](C(=O)O)c1ccccc1	i	i	15	i	i	0.2	i	i	i	i	i
CCOC(=O)c1ccccc1NS(=O)(=O)c1ccccc1F	i	i	-7	i	i	0.2	i	i	i	i	i
Cc1ccc(C)c(C(C)NC(=S)NC2CCCCC2)c1 (stereo unspecified)	i	i	-3	i	i	-0.4	i	i	i	i	i
CCOCCCn1c(SCC(=O)Nc2ccc(NC(C)=O)cc2)nc2ccccc2c1=O	i	i	7	i	i	0.8	i	i	i	i	x
COc1ccc(NC(=O)Cn2cc(C#N)c3ccccc32)cc1	i	i	5	i	i	-0.1	i	i	i	i	i
COCCn1ccc(O)c(Cc2ccccc2)c1=O	i	i	22	i	i	-0.2	i	i	i	i	i
CCOC(=O)C1=C(O)C(=O)N(CCCn2ccnc2)C1c1ccc(OC)cc1 (stereo unspecified)	i	i	21	i	i	-0.5	i	i	i	i	i
CCS(=O)(=O)c1ccc2oc(=O)c(/C=C(\O)c3ccc(Cl)cc3)nc2c1	i	i	2	i	i	-0.4	i	i	i	i	i
CCC1SC(CC)C(=O)N(CC(=O)NCCc2ccccc2)C1=O (stereo unspecified)	i	i	20	i	i	0.0	i	i	i	i	i
COc1ccc(NC(=O)/C=C/c2ccccc2[N+](=O)[O-])c(OC)c1	i	i	6	i	i	0.5	i	i	i	i	i
Cc1cc(C(=O)N2CCN(Cc3ccc4c(c3)OCO4)CC2)on1	i	i	5	i	i	0.0	i	i	i	i	i
O=C(CC1CCCC1)NCCc1cn2ccccc2n1	i	i	13	i	i	0.6	i	i	i	i	i
O=C(Nc1cc(Cl)ccc1Cl)c1noc2c1CCCC2	i	i	16	i	i	0.4	i	i	i	i	i
CCOc1ccccc1C(=O)NCC(=O)Nc1ccc(-c2ccccc2)cc1	i	i	38	i	i	0.2	i	i	i	i	i
Cc1cc(C)cc(N(CC(=O)NC(C)(C)C)C(=O)CNC(=O)c2cccs2)c1	i	i	16	i	-5.4*	-0.2	i	i	i	i	i
O=C(COc1ncnc2c(Cl)cc(Cl)cc12)NCCC1=CCCCC1	i	i	4	i	i	0.0	i	i	i	i	i
Cc1cc(C)n(-c2nc(SCCN(C)C)c3c4c(sc3n2)COC(C)(C)C4)n1	i	i	16	i	-9.8*	-0.7	i	i	i	i	i
Cc1ccc(S(=O)(=O)NCCC(=O)O)cc1	i	i	13	i	i	-0.4	i	i	i	i	i
COc1ccc(CNC(=O)CC(C)c2ccccc2)cc1 (stereo unspecified)	i	i	-60	i	i	0.5	i	i	i	i	i
O=C(COc1ccc(N2C(=O)c3ccccc3C2=O)cc1)c1ccccc1	i	i	23	i	i	0.3	i	i	i	i	i
CC#CC(=O)N1CCC(CCc2ccccc2)(C(=O)OCC)CC1	i	i	37	i	i	-0.9	i	i	i	i	i
COC(=O)c1c(C)cc(OC(C)=O)c(C)c1OC(C)=O	i	i	-2	i	i	-0.1	i	i	i	i	i
COc1ccc(OC)c(-n2nnnc2SCC(=O)O)c1	i	i	24	i	i	-0.5	i	i	i	i	i
Cc1ccccc1C(=O)c1cccn1CC(=O)NCc1ccccc1	i	i	10	i	i	1.3	i	i	i	i	i
C=CCOc1ccc2ccccc2c1CNn1c(C)n[nH]c1=S	i	i	7	i	i	-7.5	i	i	i	i	i
O=C(O)c1cccc(CSc2nnc(Cc3ccccc3)o2)c1	i	i	39	i	i	-1.3	i	i	i	i	i
O=C(Nc1cccc(-c2nn[nH]n2)c1)c1csc2c1CCCC2	i	i	3	i	i	0.7	i	i	i	i	i
Cc1ccc(/C=N/NC(=O)CNC(=O)c2cccc([N+](=O)[O-])c2C)o1	i	i	5	i	i	-0.5	i	i	i	i	i
COc1ccc(NC(=O)COC(=O)Cn2nnc3ccccc32)cc1	i	i	41	i	i	0.8	i	i	i	i	i
NS(=O)(=O)c1cccc(NC(=O)c2cccs2)c1	i	i	20	i	i	-0.5	i	i	i	i	i
O=C(CSc1ccccn1)N/N=C/c1c[nH]c2ccccc12	i	i	12	i	i	1.3	i	i	i	i	i
O=C(CCc1c[nH]c2ccccc12)NCC1COc2ccccc2O1 (stereo unspecified)	i	i	10	i	i	0.4	i	i	i	i	i
Cc1cc(C)cc(N2C(=O)CSC2c2ccccn2)c1 (stereo unspecified)	i	i	27	i	i	-0.7	i	i	i	i	i
O=C(COC(=O)C1CC2C=CC1C2)Nc1cccc(S(=O)(=O)N2CCCCC2)c1 (stereo unspecified)	i	i	19	i	i	0.4	i	i	i	i	i
O=C(Nc1ccc(C(=O)O)cc1)/C(=C\c1ccco1)NC(=O)c1ccccc1Cl	i	i	20	i	i	-0.3	i	i	i	i	i
O=C(Nc1nc(-c2ccncc2)cs1)C1COc2ccccc2O1 (stereo unspecified)	i	i	15	i	i	-0.6	i	i	i	i	i
COc1ccc(Cl)cc1NC(=O)c1cc(-c2cc(C)ccc2O)n[nH]1	i	i	15	i	i	0.0	i	i	i	i	i
O=C(Nc1ccccc1)c1cccc(S(=O)(=O)NC2CCCC2)c1	i	i	14	i	i	-0.1	i	i	i	i	i
COC(=O)c1c(NC(=S)Nc2cc(OC)c(Cl)cc2OC)sc2c1CCCCC2	i	i	5	i	i	1.0	i	i	i	i	x
CCOC(=O)CNC(=O)C(Cc1ccccc1)NS(=O)(=O)c1ccc2c(c1)CCC(=O)N2 (stereo unspecified)	i	i	5	i	i	-0.6	i	i	i	i	i
COC(=O)c1ccc2c(c1)NC(=O)c1ccccc1S2	i	i	-9	i	i	0.1	i	i	i	i	i
O=C(NCc1ccncc1)C(=O)NCC1OCCN1S(=O)(=O)c1cc(F)ccc1F (stereo unspecified)	i	i	3	i	i	-0.5	i	i	i	i	i
Cc1cc(C)c(C(=O)CSc2n[nH]c(=O)n2C2CC2)cc1C	i	i	29	i	i	1.3	i	i	i	i	i
CCc1ccccc1NC(=O)CNC(=O)CCc1nc2sc3c(c2c(=O)[nH]1)CCCC3	i	i	26	i	i	-0.2	i	i	i	i	i
O=C(Nc1ccc2nc(-c3cccnc3)[nH]c2c1)C12CC3CC(CC(C3)C1)C2	i	i	14	i	i	1.2	i	i	i	i	i
Cc1ccc(C)c(Cn2c3ccccc3c3cnn(CC(=O)NCCCN4CCCCC4)c(=O)c32)c1	i	i	9	i	i	-1.4	i	i	i	i	i
O=C1c2ccccc2-c2c1cccc2C(=O)N1CCCCC1	i	i	66	i	i	0.1	i	i	i	i	i
COCCOC(=O)C1=C(C)NC(=O)NC1c1cccc2ccccc12 (stereo unspecified)	i	i	-1	i	i	-31	i	i	i	i	i
CCNC(=O)N(CCOC)CC1CCCN(C2Cc3ccccc3C2)C1 (stereo unspecified)	i	i	1	i	i	-0.3	i	i	i	i	i
COc1ccc(CC(=O)N(C)CC(=O)Nc2ccccc2C(F)(F)F)cc1S(=O)(=O)N1CCOCC1	i	i	15	i	i	-2.7	i	i	i	i	i
Cc1ccc(-c2cc(C(=O)N/N=C/C=C/c3ccco3)c3ccccc3n2)cc1C	i	i	25	i	i	-0.8	i	i	i	i	i
Cc1cc(=O)[nH]c(CN2CCOCC2)n1	i	i	6	i	i	-0.1	i	i	i	i	i
CCOC(=O)c1cnc(-c2ccccc2)nc1Oc1ccccc1	i	i	35	i	i	-0.5	i	i	i	i	i
C=CCn1c(SCCC#N)nnc1-c1ccncc1	i	i	20	i	i	-0.2	i	i	i	i	i
CN(C)S(=O)(=O)c1cccc(NC(=O)COC(=O)c2cccc(S(=O)(=O)N3CCc4ccccc4C3)c2)c1	i	i	13	i	i	-0.5	i	i	i	i	i
O=C(O)c1ccc(S(=O)(=O)c2ccc3c(c2)C(=O)N(c2ccccc2[N+](=O)[O-])C3=O)cc1	i	i	15	i	i	-0.5	i	i	i	i	i
Cc1ccc2c(CSc3nnc(C4CC4)n3N)cc(=O)oc2c1C	i	i	19	i	i	0.2	i	i	i	i	i
Cc1ccc(C)c(NC(=O)C(OC(=O)c2ccc(C)s2)c2ccccc2)c1 (stereo unspecified)	i	i	20	i	i	x	i	i	i	i	i
Cc1ncc([N+](=O)[O-])n1CC(=O)NCc1ccccc1	i	i	42	i	i	-0.2	i	i	i	i	x
CC(=O)c1ccc(NS(=O)(=O)c2cc3c(cc2C)N(C(C)=O)CCO3)cc1	i	i	11	i	i	0.0	i	i	i	i	i

Single records (already shown).
Profile of Cc1ccc(-c2cc(C(=O)N/N=C/C=C/c3ccco3)c3ccccc3n2)cc1C : TRPC4 act = i; TRPC4 block = i; AI-2 QS modul = 25; MrgX1 antagonist = i; TRPC6 inh = i; HIF activator = -0.8; MrgX1 allo act = i; TRPC6 activator = i; MrgX1 agonist = i; TRPC4 PAM = i; PolyA inh = i
Profile of C=CCn1c(SCCC#N)nnc1-c1ccncc1 : TRPC4 act = i; TRPC4 block = i; AI-2 QS modul = 20; MrgX1 antagonist = i; TRPC6 inh = i; HIF activator = -0.2; MrgX1 allo act = i; TRPC6 activator = i; MrgX1 agonist = i; TRPC4 PAM = i; PolyA inh = i

The list continues.
SMILES	TRPC4 act	TRPC4 block	AI-2 QS modul	MrgX1 antagonist	TRPC6 inh	HIF activator	MrgX1 allo act	TRPC6 activator	MrgX1 agonist	TRPC4 PAM	PolyA inh
Cc1noc(C)c1CSCC(=O)Nc1ccc(Br)cc1Cl	i	i	11	i	i	-0.1	i	i	i	i	i
CC(C)(C)c1cc(C(=O)Nc2cccnc2)cc(C(=O)Nc2cccnc2)c1	i	i	20	i	i	1.5	i	i	i	i	i
Cn1c(SCC(=O)Nc2ccccc2)nc2c([nH]c3ccccc32)c1=O	i	i	28	i	i	-0.3	i	i	i	i	i
Cc1ccc(NC(=O)CSc2nnc(CNC(=O)c3ccco3)n2C)cc1C	i	i	16	i	i	-0.2	i	i	i	i	i
C=CCNC(=O)c1ccccc1NC(=O)COc1ccc(OC)cc1	i	i	15	i	i	0.0	i	i	i	i	i
O=C1c2ccccc2C(=O)N1c1cc([N+](=O)[O-])ccn1	i	i	32	i	i	0.8	i	i	i	i	i
Cc1c(C(=O)NCC(c2ccco2)N(C)C)oc2c(Cl)cccc12 (stereo unspecified)	i	-8*	5	i	i	0.3	i	i	i	i	i

Source: PubChem (several laboratories)
